# Bioassay records deposited in PubChem BioAssay by National Center for Advancing Translational Sciences (NCATS).
# IkB signaling – suppresses IkB signaling in ABC-DLBCL reporter cells | ABC-DLBCL IkBa-CBG/CBR dual luciferase ratio, 4 h; response scale: scaled: untreated 0%, proteasome inhibitor 100% | 0.04% of 110,000 active | Potency, µM (doses to about 57.1 µM), for inactives: at the highest dose IkBa stabilization activation | AID 445; active means well fitted curve in the direction sought with a large enough effect in the signal ratio, not every such curve was filed as active; inconclusive means small, poorly fitted or top-dose-only effect, or a change in a side signal; the % refers to the signal ratio;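 further: the direction sought is a rising ratio; 0% = basal untreated cells and 100% = reference inhibitor full response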
#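 Luminescence ratio of IκBα-fused green versus native red beetle luciferase in OCI-Ly3 cells, 4 h post-doxycycline with compound; red signal alone, scaled from basal (0%) to zero light (-100%), flagged nonspecific or cytotoxic effects.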
# p53ts 32C tox – kills p53ts cells at the permissive temperature; AID 924; Potency, µM (titrated, usually from 46.1 µM), for the others: at the top dose activity change, negative = cytotoxicity, usual class: cytotoxic; 0.93% of 130,000 active; H1299-p53A138V at 32C, ATP luminescence viability, 24 h;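 further: 0% = DMSO and -100% = full killing by reference compound; nearly all actives have a fitted effect of over 55% in size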
#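 Cells: H1299 p53ts (A138V), 600/well, pre-incubated 16–30 h at 37C. Cpd up to 46 uM, 24 h, 32C. Readout: ATPlite luminescence, 20 min RT. Normalization: DMSO vs tamoxifen 100 uM. AC50 by Hill equation.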
# Peg3 imprint – genomic imprint erasure induction; 0.02% of 110,000 active; Potency, µM (doses to about 60.7 µM), inactives show at the highest dose activity change, positive = activation, hits mostly activators; mouse ES Peg3-LacZ reporter, beta-gal luminescence, 40 h; AID 1948;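 further: 0% = negative control wells on the plate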
#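 Imprint erasure is scored as LacZ activity from the silenced maternal Peg3 allele in feeder-free female ES cells cultured 40 h with LIF. Luminescence is normalized to in-plate negative controls and fitted to the Hill equation.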
# p53ts 39C kill – p53ts cell cytotoxicity, nonpermissive temperature; H1299-p53A138V viability at 39C, ATP luminescence, 24 h; Potency, µM (series often up to 46.1 µM), inactives show top-dose activity change, negative = cell killing, usual class: cytotoxic; 1.5% of 130,000 active; AID 902; further: nearly all actives have a fitted effect of over 55% in size
# Starred values were filed as active, the others as inactive; ? = inconclusive; . = not tested or not shown; [ ] = dose if it differs, or a comment. Unless noted, the call rests on the fitted dose curve; in most records, active means well fitted curve in the direction sought with a large enough effect; inconclusive means small, poorly fitted or top-dose-only effect, or another doubt; inactive means no such curve, though single readings can be large; an effect the other way counts as inactive or inconclusive. Unless noted, on the % scale 0 is the no-effect control and ±100 the full control effect; potency means the concentration at half of the fitted maximal effect.
# The opening two entries (preview)
SMILES,IkB signaling,p53ts 32C tox,Peg3 imprint,p53ts 39C kill
Cc1ccccc1C(=O)c1cccn1CC(=O)NCc1ccc(Cl)cc1,5.2%,6%,-10%[10.9 µM],-20%
COc1cccc(-c2nn(-c3ccccc3)cc2CO)c1,-1.0%,1%,-7%,-14%

# The list itself, previewed entries included:
SMILES,IkB signaling,p53ts 32C tox,Peg3 imprint,p53ts 39C kill
Cc1ccccc1C(=O)c1cccn1CC(=O)NCc1ccc(Cl)cc1,5.2%,6%,-10%[10.9 µM],-20%
COc1cccc(-c2nn(-c3ccccc3)cc2CO)c1,-1.0%,1%,-7%,-14%
CSc1nnc2c(n1)OC(C)N(C(=O)c1ccccc1)c1ccccc1-2 (stereo unspecified),?,-21%,-5%,-19%
O=C(NCCCCNC(=O)c1ccc(Cl)s1)c1ccc(Cl)s1,.,4%,.,17%
CC1(C)CC(=O)C=C(Nc2ccc(C(=O)O)cc2)C1,-0.9%,-1%,-5%,-7%
c1ccc(CCc2cccnc2)nc1,-0.4%[11.4 µM],-4%[9.22 µM],-34%[inhibitor][10.9 µM],-9%[9.22 µM]
Cn1c(=O)c2c(nc(NCCc3ccccc3)n2Cc2ccc(Cl)cc2)n(C)c1=O,51%,-14%,-12%[10.9 µM],?
Cc1nonc1NC(=O)CSc1nc(C2CCCCC2)nc2ccccc12,?,-27%,.,35%[activator]
CCOC(=O)c1cnc2ccccc2c1Nc1cccc(OC)c1,?,-8%,-18%[10.9 µM],-13%
COc1ccc(-c2nnc(SCC(=O)Nc3ccc(C)cc3)n2C)cc1,0.1%,0%,-2%,4%
CC(=O)N1CCN2C(=O)C1CCCC(=O)c1cc(C3CCCCC3)ccc12 (stereo unspecified),5.1%,-1%,.,7%
CC1=C(C(=O)Nc2ccccc2)C(c2ccccn2)n2nc(SCc3ccccc3)nc2N1 (stereo unspecified),?,-11%,18%[10.9 µM],18%
CN1CCN(CCc2nc3cc(NC(=O)COc4ccccc4)ccc3n2C)CC1,5.7%,0%,-14%,21%
COc1ccc(N(C)C(=O)c2cn(C3CCCCC3)c(=O)c3c2c2ccccc2n3C)cc1,?,16%,-12%[10.9 µM],2%
Cc1cccc(Cn2c(=O)n(Cc3ccccc3)c(=O)c3c2c2cc(C)ccc2n3C)c1,-1.4%,9%,14%[10.9 µM],-17%
Cc1cc2c(cc1S(=O)(=O)CCC(=O)N1CCC(C)CC1)OCC(=O)N2,-4.0%,-2%,4%[10.9 µM],?
c1ccc2[nH]c(NC3=NCCC3)nc2c1,?,0%,?,-13%
O=C(CCC1N=C2c3ccccc3N=C(SCc3cccc(F)c3)N2C1=O)NCc1cccs1 (stereo unspecified),?,11%,-17%[10.9 µM],-1%
CCOc1ccccc1NC(=O)NC1CCN(CC(=O)Nc2ccc3c(c2)OCCO3)CC1,1.1%,-15%,-16%,-16%
CCN(CC)CCNC(=O)c1sc2nc3n(c(=O)c2c1C)CCCCC3,-1.2%,-1%,-13%[10.9 µM],9%

# Reprinted from the part before: 2 compounds, then new ones.
SMILES,IkB signaling,p53ts 32C tox,Peg3 imprint,p53ts 39C kill
CCOc1ccccc1NC(=O)NC1CCN(CC(=O)Nc2ccc3c(c2)OCCO3)CC1,1.1%,-15%,-16%,-16%
CCN(CC)CCNC(=O)c1sc2nc3n(c(=O)c2c1C)CCCCC3,-1.2%,-1%,-13%[10.9 µM],9%
CN(CCC(=O)Nc1ccc2c(c1)OCO2)Cc1ccccc1,0.6%,10%,-13%,-14%
NC(=S)NNC(N)=S,-0.6%,1%[1.84 µM],2%,-5%
Cc1ccc(N=Cc2ccc(O)cc2O)cc1F,?,-7%,-9%,1%
COCCCNC(=O)CSC1=Nc2ccccc2C2=NC(Cc3c[nH]c4ccccc34)C(=O)N12 (stereo unspecified),3.3%,4%,-9%,-9%
COc1cc(NC(=O)Cn2c(=O)n(C(C)C)c(=O)c3oc4ccccc4c32)cc(OC)c1,-1.6%,8%,-8%[10.9 µM],-13%
Cc1ccc(N(CC(O)COCc2ccco2)S(=O)(=O)c2ccc(C)cc2)cc1 (stereo unspecified),1.9%,8%,-9%,-1%
COc1cc(CNc2ccc3[nH]c(=O)[nH]c3c2)cc(Br)c1OCc1ccc(F)cc1,2.6%,?,15%[10.9 µM],-23%
O=C(COC(=O)Cn1cnc2ccccc21)NCCC1=CCCCC1,?,2%,-8%,-4%
CC(C)CNC(=O)COc1ccc2c3c(c(=O)oc2c1)CCC3,-2.6%,-4%,-15%,-13%
CCN1CCCC1CNc1ncnc2c1[nH]c1ccc(F)cc12 (stereo unspecified),6.8%,-9%,-11%,-2%
COc1ccc(Oc2ncc3ncc(=O)n(Cc4ccc(F)cc4)c3n2)cc1,-0.8%[11.4 µM],12%,.,1%
COC(=O)C1(C)Nc2ccccc2C(=O)N1c1ccccc1C (stereo unspecified),2.1%,-4%,-9%,13%
CCOC(=O)N1CCN(C(=O)c2ccccc2N(C)S(C)(=O)=O)CC1,1.3%,-7%,1%,7%
c1csc(-c2nnc(Cc3cccc4ccccc34)o2)c1,.,6%,.,-4%
CCSCc1nnc(SCC(=O)Nc2nc3ccccc3s2)n1C,3.8%,2%,-19%,13%
CCN(CC)CCCN1C(=O)C(O)=C(C(=O)c2sc(C)nc2C)C1c1ccco1 (stereo unspecified),2.3%,-2%,6%,1%
Clc1ccc(/C=N/Nc2nn[nH]n2)cc1,.,-9%,.,-20%
Cc1ccc(/C=C/c2onc(C)c2S(=O)(=O)N2CCC(C(=O)N3CCN(c4cc(C)ccc4C)CC3)CC2)cc1,-0.9%,0%,-10%[10.9 µM],-12%
Cc1ccn2c(=O)cc(COc3ccc(NC(=O)COc4ccccc4)cc3)nc2c1,-0.8%,13%,-5%[10.9 µM],-5%
COc1ccc(C)cc1NC(=O)C1CCCN(c2ncnc3onc(C)c23)C1 (stereo unspecified),?,-11%,-6%[10.9 µM],14%
CC(=O)c1c(C)n([O-])c2ccccc2[n+]1=O,4.3%,37%[activator],-12%,8%
O=S(=O)(c1ccccc1)c1nnn2c1nc(NCc1ccc(F)cc1)c1sccc12,-1.7%,2%,-11%[10.9 µM],-10%
Cc1ccc(-c2nnc(N3CCN(C(=O)CSc4ncn[nH]4)CC3)c3ccccc23)cc1,2.1%,10%,-13%,10%
Nc1c(S(=O)(=O)c2ccccc2)c2nc3ccccc3nc2n1/N=C/c1cccc(O)c1,?,28%,-7%,33%[activator]
CCOC(=O)c1ccc(CN(Cc2ccc(C)cc2)S(=O)(=O)c2ccc(NC(C)=O)cc2)cc1,?,20%,-23%[10.9 µM],?
COc1ccc(CNC(=O)CCc2c(C)nn(-c3ccc(N4CCCC4)nn3)c2C)cc1,2.0%,0%,-4%[10.9 µM],-4%
Nc1nc(CN2CCN(c3ccccn3)CC2)nc(Nc2ccc(Cl)cc2)n1,?,5%,-15%,2%
CCn1c(NC(C)=O)nc2ccccc21,.,6%,.,26%
O=C(NCc1ccc(Cl)cc1)c1cnc2sc(N3CCCC3)nn2c1=O,1.4%,3%,-13%[10.9 µM],-21%
CCN1CCN(C(=O)c2cnn(-c3ccc(F)cc3)c2-n2cccc2)CC1,-0.7%,4%,-6%[10.9 µM],7%
COc1ccccc1NC(=O)CS(=O)(=O)c1cccc2nsnc12,2.3%,5%,12%,-1%
Cn1c(C(=O)NCc2ccccn2)cc2c(=O)n3ccccc3nc21,-0.3%,?,-2%,?
O=C(Nc1ccncc1)c1cc([N+](=O)[O-])ccc1Cl,.,-10%,-35%[inhibitor],-27%
COc1ccc(CCNC(=O)Cn2c(-c3cccs3)cc3cc(F)ccc32)cc1OC,?,-11%,-18%[10.9 µM],-16%
Cc1cccc(CNc2ccnc(-c3ccc(C(=O)N(C)C)cc3)n2)c1,0.6%[11.4 µM],-3%,-28%,-5%
CCC(=O)C1=C(c2ccc(F)cc2)N(C(=O)CC)n2c(nnc2-c2ccc(OC)cc2)S1,?,3%,11%[10.9 µM],-3%
CC(C)c1ccccc1NC(=O)CSc1nnc(COc2ccccc2)o1,?,7%,5%[10.9 µM],27%
O=C1C=C(Nc2ccc(Cl)cc2)CC(c2ccco2)C1 (stereo unspecified),.,4%,.,14%
COc1ccc(C=O)cc1CSc1nnc(COc2cccc3cccnc23)o1,.,1%,.,2%
CCOC(=O)c1c(C)c(-c2ccccc2)n(CC(=O)Nc2cc(C)cc(C)c2)c1C,0.2%,-8%,-10%[10.9 µM],?

# Looked up above.
# COc1ccccc1NC(=O)CS(=O)(=O)c1cccc2nsnc12 @ IkB signaling: 2.3%
# Cn1c(C(=O)NCc2ccccn2)cc2c(=O)n3ccccc3nc21 @ Peg3 imprint: -2%
# CCC(=O)C1=C(c2ccc(F)cc2)N(C(=O)CC)n2c(nnc2-c2ccc(OC)cc2)S1 @ p53ts 32C tox: 3%
# O=C(NCc1ccc(Cl)cc1)c1cnc2sc(N3CCCC3)nn2c1=O @ Peg3 imprint: -13%[10.9 µM]

# The results go on.
SMILES,IkB signaling,p53ts 32C tox,Peg3 imprint,p53ts 39C kill
Cc1ccc(CSc2nc3c(c(=O)[nH]2)C(c2cccc(F)c2F)CC(=O)N3)cc1 (stereo unspecified),-0.4%,?,-14%[10.9 µM],-10%
COc1ccc(Nc2cc(C(=O)NCCCN3CCN(C)CC3)c3ccccc3n2)cc1,0.9%,-25%,-9%,-29%
COC(=O)c1oc2ccccc2c1NC(=O)CN1CCCC1,-0.8%,-9%,-8%,0%
Cn1nnnc1SCCNCc1ccc(Cl)c(Cl)c1,-1.7%,-11%,-8%[10.9 µM],11%
c1ccc2[nH]c(CSc3nccs3)nc2c1,.,-4%,.,18%
c1ccc(COn2nnc3ccccc32)c(COn2nnc3ccccc32)c1,?,-22%,-25%,0%
Cc1cccc(Nc2nc(N)nc(CN3CCC(C(N)=O)CC3)n2)c1C,2.2%,-9%,-8%,-5%
COc1ccc(CNC(=O)C(C)n2nc(C)c3sc4ccccc4c3c2=O)cc1OC (stereo unspecified),?,-10%,-7%[10.9 µM],-25%
Cc1cnc(NC(=O)CSc2nnc(-c3ccccc3)o2)s1,?,?,-59%[inhibitor],10µM*
COc1ccc(Nc2nc(-c3ccccc3F)nc3ccccc23)cc1OC,12%,?,-15%[10.9 µM],-26%
Cc1ccc(S(=O)(=O)N2Cc3ccccc3CC2C(=O)Nn2cnnc2)cc1 (stereo unspecified),0.7%,8%,8%,3%
CCOc1ccc(C(=O)/C=C/c2cn(CC(O)CN3CCc4ccccc43)c3ccccc23)cc1 (stereo unspecified),?,12%,-8%[10.9 µM],-17%
O=C(NC1CC2CCC1C2)c1ccc(CN2CCOCC2)cc1 (stereo unspecified),-0.4%,-5%,-1%,6%
COc1ccccc1-c1nnc(SCC(=O)Nc2c(Cl)cccc2Cl)o1,0.0%,0%,-2%,3%
COc1cccc(C(c2nnnn2CCc2ccccc2)N2CCN(c3ccccc3)CC2)c1OC (stereo unspecified),?,11%,-21%,9%
Cc1cccc(OCC(=O)Nc2ccc3c(c2)OCO3)c1C,-1.6%,-17%,-12%,-25%
CCN(CC)CCNC(=O)C1c2cc(OC)c(OC)cc2C(=O)N2CCc3ccccc3C12 (stereo unspecified),0.0%,-6%,10%,-3%
COc1ccc2cc3cc(C(=O)Nc4ccccc4N4CCN(C)CC4)oc3nc2c1,1.7%,-24%,-41%[inhibitor],-3%
O=C(NC1CCCC1)C1CCN(c2nccs2)CC1,.,-8%,.,14%
CCOC(=O)c1c(NC(=O)C(C)Oc2ccccc2F)sc(C(C)=O)c1C (stereo unspecified),-1.3%,-8%,-8%[10.9 µM],-3%
COc1cc(C(C#N)N2CCOCC2)ccc1O (stereo unspecified),-0.9%,-1%,-2%,5%
CCOC(=O)c1cc(NC(=O)NCc2ccco2)c(C)nc1C,-0.5%,-4%,-3%,-1%
COCCNc1nc(-c2ccccc2Cl)nc2ccccc12,-0.5%[11.4 µM],6%,?,-7%
CCOc1ccc2nc(NC(=O)c3ccccc3)sc2c1,?,6.3µM*,-74%[inhibitor][10.9 µM],?
COc1ccc(C(=O)CCC(=O)Nc2cccc(C(C)=O)c2)cc1,?,2%,-14%[10.9 µM],15%
CCn1cnc2cc(NCc3ccc(C)cc3)ccc21,-2.6%,-4%,-36%[inhibitor],-2%
CCOc1ccc(-n2c(=O)c3sc4ccccc4c3n(Cc3ccc(F)cc3)c2=O)cc1,-0.9%,-4%,-8%[10.9 µM],?
